IMPase Li inh = qHTS Assay for Identifying the Cell-Membrane Permeable IMPase Inhibitors: Potentiation with Lithium | 210,000 tested, 0.35% active | Potency, µM (doses to about 59.4 µM), for the others: top-dose activity, negative = IMPase inhibition, actives largely listed as inhibitors | CHO-M1 cells, IP1 TR-FRET (IP-One), carbachol + lithium | AID 1457, 2008;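 also: IP1 builds up when IMPase is blocked and the TR-FRET signal falls; potency is read from the fitted curve at half-maximal effect; plate controls were basal vehicle for no effect and high inhibitor control for full effect; nearly all actives have a fitted effect of over 50% in size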
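Concentration–response in CHO-M1 cells, lithium-potentiated; 30 min at 37C. IP1 detected by competitive TR-FRET after 10 min lysis at RT. Hill-fitted AC50.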
NPSR antagonist = qHTS Assay for Antagonists of the Neuropeptide S Receptor: cAMP Signal Transduction; Potency, µM (highest dose often 38.3 µM), for inactives: at the highest dose activity change, negative = inhibition, hits mostly inhibitors; AID 1461, 2008; 220,000 tested, 1% active; CHO-NPSR cells, cAMP TR-FRET, antagonist mode; also: potency is read from the fitted curve at half-maximal effect; % is scaled to controls: 0 for no effect and ±100 for the full control effect; nearly all actives have a fitted effect of over 50% in size; many of its hits are not listed in these tables
Target sequence (Q6W5P4 whole entry, looked up): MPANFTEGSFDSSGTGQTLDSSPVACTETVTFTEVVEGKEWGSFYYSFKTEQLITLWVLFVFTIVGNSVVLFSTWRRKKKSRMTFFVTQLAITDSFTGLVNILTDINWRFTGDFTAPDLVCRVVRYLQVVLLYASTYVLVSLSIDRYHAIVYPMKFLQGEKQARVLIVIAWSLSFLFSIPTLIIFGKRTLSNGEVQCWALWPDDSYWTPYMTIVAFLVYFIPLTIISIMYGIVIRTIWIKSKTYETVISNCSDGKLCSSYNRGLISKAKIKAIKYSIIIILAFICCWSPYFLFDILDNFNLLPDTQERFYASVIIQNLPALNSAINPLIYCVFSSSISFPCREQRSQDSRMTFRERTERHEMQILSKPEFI
KinaseGlo FLuc = Counterscreen for Luciferase (Kinase-Glo TM) Inhibition; 200,000 tested, 0.28% active; Potency, µM (series often up to 38.3 µM), without a hit: at the highest dose activity change, negative = inhibition, most hits filed as inhibitors; Kinase-Glo luciferase, ATP luminescence, 8 min; also: potency is read from the fitted curve at half-maximal effect; % is scaled to controls: 0 for no effect and ±100 for the full control effect; nearly all actives have a fitted effect of over 60% in size
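Compound is pinned into ATP-containing buffer (10 uM ATP, imidazole pH 7.2, 7 mM MgCl2). Kinase-Glo luciferase reagent is then added. Light output is recorded following an 8-min room-temperature incubation.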
CBFb RUNX1 block = qHTS Assay for Compounds Blocking the Interaction Between CBF-beta and RUNX1 for the Treatment of Acute Myeloid Leukemia. 230,000 tested, under 10 active. Runt-related transcription factor 1 (Homo sapiens) + Core-binding factor subunit beta …. Potency, µM (doses to about 59.8 µM), inactives show top-dose activity, negative = inhibition, usual class: inhibitors. AID 1477, 2009. AlphaScreen CBFb-His/RUNX1-biotin binding, biochemical; also: % of control where 0% means no effect
Target sequence (Q01196 whole entry, looked up): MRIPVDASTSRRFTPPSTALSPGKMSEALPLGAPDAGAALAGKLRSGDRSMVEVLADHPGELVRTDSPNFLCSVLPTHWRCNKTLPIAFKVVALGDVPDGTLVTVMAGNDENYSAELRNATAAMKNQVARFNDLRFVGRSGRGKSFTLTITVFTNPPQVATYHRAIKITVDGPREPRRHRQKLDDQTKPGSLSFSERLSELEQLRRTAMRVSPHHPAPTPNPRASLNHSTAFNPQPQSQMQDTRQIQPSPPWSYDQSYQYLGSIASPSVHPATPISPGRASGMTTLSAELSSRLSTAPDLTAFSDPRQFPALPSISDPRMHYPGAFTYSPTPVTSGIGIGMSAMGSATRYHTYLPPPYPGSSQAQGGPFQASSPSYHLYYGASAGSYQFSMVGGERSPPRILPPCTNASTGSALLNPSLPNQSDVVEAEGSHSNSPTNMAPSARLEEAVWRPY
Target sequence (Q13951 whole entry, looked up): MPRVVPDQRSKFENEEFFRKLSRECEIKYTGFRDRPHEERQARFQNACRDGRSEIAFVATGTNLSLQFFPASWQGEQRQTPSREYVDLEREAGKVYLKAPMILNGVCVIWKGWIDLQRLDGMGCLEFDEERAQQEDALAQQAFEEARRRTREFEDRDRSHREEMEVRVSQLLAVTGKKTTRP
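Room-temperature protein-protein interaction test with 30 nM each of His-tagged CBF-beta and biotinylated RUNX1, 15 min with compound, then 90 min with nickel plus streptavidin beads. Signal read in AlphaScreen mode.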
Lamin A splicing = qHTS Assay for Modulators of Lamin A Splicing | HeLa LMNA splicing GFP/RFP minigene ratio, 48 h | Potency, µM (series often up to 46.1 µM), for the others: at the highest dose ratio change, negative = inhibition, usual class: inhibitors | 200,000 tested, 0.01% active | AID 1487, 2009; active = well fitted inhibition curve with a large enough effect in the signal ratio, with a control signal flat, not every such curve was filed as active; inconclusive = small, poorly fitted or top-dose-only effect, or effect the other way, or a change in a side signal; the % refers to the signal ratio; also: potency is read from the fitted curve at half-maximal effect; % is scaled to controls: 0 for no effect and ±100 for the full control effect
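S3 HeLa cells stably expressing lamin A-EGFP splicing minigene plus DsRed2, 600 cells/well, 48 h compound exposure at 37C. Laser-scanning cytometry; analysed as GFP (500-530 nm)/RFP (575-640 nm) total intensity ratio; 0.5% DMSO vehicle.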
HttQ103 aggreg = qHTS Multiplex Assay to Identify Dual Action Probes in a Cell Model of Huntington: Aggregate Formation (GFP); Potency, µM (highest dose often 46.1 µM), for inactives: top-dose activity change, negative = inhibition, most hits filed as inhibitors; PC12 HttQ103-GFP aggregates, Acumen cytometry, 40 h; 220,000 tested, 1.1% active; also: potency is read from the fitted curve at half-maximal effect; % is scaled to controls: 0 for no effect and ±100 for the full control effect; nearly all actives have a fitted effect of over 60% in size
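Huntingtin Q103 exon 1–GFP aggregates in induced PC12 cells (100 nM tebufenozide) were quantified by cytometry from lysates, with compounds dosed in titration.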
Epigenetic derep = Quantitative High-Throughput Screen for Regulators of Epigenetic Control | 280,000 tested, 0.2% active | AID 1865, 2009 | Potency, µM (series often up to 53.9 µM), for inactives: at the highest dose GFP activation, usual class: activators | murine LDR cells, GFP reporter derepression, 30 h; also: potency is read from the fitted curve at half-maximal effect; % of control where 0% means no effect; nearly all actives have a fitted effect of over 60% in size
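Reporter derepression read as number of fluorescent GFP-positive objects, 20-120 um in size, counted by laser-scanning cytometer. Mouse LDR line with an epigenetically silenced CMV-GFP locus; compound incubation 30 h, 37 C.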
Numbers without * were called inactive; ? = inconclusive; / = not tested or not shown; [ ] = dose if it differs, or a comment. Unless noted, calls follow the shape of the dose curve; as a rule, active = well fitted curve in the direction sought with a large enough effect; inconclusive = small, poorly fitted or top-dose-only effect, or another doubt; inactive = no such curve, though single readings can be large; an effect the other way counts as inactive or inconclusive.

SMILES	IMPase Li inh	NPSR antagonist	KinaseGlo FLuc	CBFb RUNX1 block	Lamin A splicing	HttQ103 aggreg	Epigenetic derep
COC(=O)C1=C(C(=O)c2ccccc2)C(c2ccc(OC)c(OC)c2)Nc2nnnn21 (configuration not stated)	11%[38.3 µM]	-16%[46.1 µM]	2%	-2%	4%	5%	1.7%
O=c1c2c3c(sc2nc2n1N=C(c1cccs1)CS2)CCCC3	-12%[38.3 µM]	-7%[46.1 µM]	-6%	-3%	4%	21%	3.6%
CN(C)c1ccc(/C=N\NC(=O)CC#N)cc1	3%	-6%	0%	-3%	/	0%	1.5%
CC(C)N=C(NC#N)SCc1ccc(F)cc1	-11%[38.3 µM]	4%[46.1 µM]	-1%	1%	3%	-26%	-0.7%
O=S1(=O)[C@H]2C[C@@H]3CC[C@]2(CN1Cc1cccc(F)c1)O3	/	8%	/	14%	/	13%[9.22 µM]	1.0%
O=C(CSc1nnc(Cc2cc(=O)[nH]c(=O)[nH]2)n1-c1ccc(Cl)cc1)NC1CCCC1	8%[38.3 µM]	3%[46.1 µM]	2%	0%	7%	21%	1.7%
Cc1cccc2cc(CN(CCc3ccccc3)C(=O)N3CCOCC3)c3nnnn3c12	3%[38.3 µM]	-16%[46.1 µM]	-3%	5%	6%	8%	-0.7%
Cc1cccc(C(=O)N[C@H](C(=O)Nc2nc(C)cs2)C(C)C)c1	-1%	-2%	3%	-2%	?	-15%	0.0%
COc1ccc(CCNC(=O)CSc2nc3c(c(=O)n(C)c(=O)n3C)n2C)cc1OC	6%	-10%[46.1 µM]	-4%	5%	-2%	13%	1.2%
CC1(C)CC(=O)N(Cc2ccccc2)C(=O)C1	-11%	7%	-3%	2%	8%	-15%	8.6%
O=C(NC(Cc1ccccc1)C(=O)Oc1ccc2c(C(F)(F)F)cc(=O)oc2c1)OCc1ccccc1 (configuration not stated)	-17%	5%	-2%	3%	?	?	0.0%
CCOC(=O)c1sc(NC(=S)NC(=O)C2CC2)cc1C	/	-14%[46.1 µM]	/	-4%	?	3%	0.1%
O=C(COC(=O)C12CC3CC(CC(C3)C1)C2)Nc1nccs1	-2%	2%	-1%	-1%	/	/	-1.1%
CCOc1cc(NC(=S)NCc2ccco2)c(OCC)cc1NC(=O)c1ccco1	-11%	12%	2%	-3%	/	-16%[9.22 µM]	1.2%
CC(C)C(CC(=O)N1CCCCC1)C1CCOC(C)(C)C1 (configuration not stated)	10%	-2%	2%	-5%	3%	-16%	-1.0%
C=CCn1c(C)c(C(C)=O)c(SC)nc1=S	4%[38.3 µM]	-2%[46.1 µM]	-1%	1%	4%	19%	2.9%
Cc1cccn2c(=O)c(C=NCc3ccccc3)c(NCCO)nc12	-8%[38.3 µM]	-19%[46.1 µM]	-4%	-4%	18%	4%	0.8%
COc1ccccc1NC(=O)C1=C(C)Nc2nc(-c3cccs3)nn2C1c1cccc(O)c1 (configuration not stated)	-17%[38.3 µM]	-25%[46.1 µM]	2%	-3%	-8%	16%	-2.1%
Cc1ccccc1/C(N)=N/OC(=O)/C=C/c1ccccc1	23%[38.3 µM]	-5%[46.1 µM]	-9%	16%	15%	-18%	-1.0%
CCOC(=O)c1ccc(N2CCN(C(C)=O)CC2)c(NC(=O)c2cccnc2)c1	-4%	-3%	-6%	5%	-3%[46 µM]	/	0.0%
CC(=O)OC1CC[C@@]2(C)C(CC[C@@]3(C)C2CC=C2C4CC(C)(C)CC[C@]4(C)CC[C@@]23C)C1(C)C (some centres not stated)	29%	/	-3%	-8%	/	/	2.2%
Cc1nn(C(=O)c2cccnc2)c(C)c1Sc1ccccc1	-9%	6%	1%	11%	?	-12%	-2.2%
CCOC(=O)C1CCN(C(=O)Cc2c(C(=O)O)n(C)c3ccccc23)CC1	-8%[38.3 µM]	16%[46.1 µM]	2%	4%	?	?	-1.5%
CCOC(=O)C1=C(C)NC(=O)NC1C1CC=CCC1 (configuration not stated)	13%[38.3 µM]	0%[46.1 µM]	-3%	8%	-4%	-3%	-1.0%
COC(=O)c1ccc(CN2CCCC(CCC(=O)NCc3ccc(C)o3)C2)cc1 (configuration not stated)	24%	3%	-1%	6%	/	16%[9.22 µM]	2.1%
N/C(=N\OC(=O)c1cccs1)c1ccc(Cl)cc1	/	0%	/	15%	/	25%[9.22 µM]	8.1%
COc1cc(OC)nc(Oc2ccccc2C(=O)Oc2ccccc2Cl)n1	7%[38.3 µM]	?	-1%	9%	16%	10%	-1.1%
COc1ccc(OCCC(=O)OCC(=O)NCc2ccco2)cc1	7%[38.3 µM]	-14%[46.1 µM]	1%	?	11%	5%	-0.3%
Clc1cccc(-c2cc3nc4c(c(NCc5ccco5)n3n2)CCCC4)c1	7%[38.3 µM]	?	7%	-6%	?	?	-1.0%
Cc1ccc(NC(=O)C(=O)NCCN2CCN(C(=O)C(c3ccccc3)c3ccccc3)CC2)cc1	9%[38.3 µM]	-22%[46.1 µM]	-1%	0%	11%	23%	0.0%
CCNc1ccc(C(=O)OCC(=O)NCCN2C(=O)CSC2=O)cc1[N+](=O)[O-]	18%	8%	-1%	4%	9%[46 µM]	5%	-4.8%
COCCn1nnnc1CN(Cc1cccnc1)Cc1cc2cc(OC)ccc2[nH]c1=O	-2%[38.3 µM]	-4%[46.1 µM]	1%	-2%	4%	-3%	2.4%
CCCc1[nH]n(-c2ccc(F)cc2)c(=O)c1C=Nc1cccc(F)c1	-4%	13%	0%	-17%	?	-4%	2.9%
Brc1ccc(-c2csc(N/N=C/c3ccc4c(c3)OCO4)n2)cc1	1%	6%	-5%	3%	-11%	16%	-0.1%
CCCN1CCC(NC(=O)Nc2ccc([N+](=O)[O-])cc2)CC1	0%	4%	-1%	5%	-10%[46 µM]	28%	2.3%
COc1ccc(-c2csc(NC(C)=O)n2)cc1OC	11%[38.3 µM]	-9%[46.1 µM]	-1%	1%	5%	-2%	2.2%
COC(=O)c1cn(Cc2cccnc2)c(=O)c2ccccc12	-6%	-10%	-2%	0%	/	8%	3.5%
COC(=O)c1oc2c(c1C)C(=O)CC(C)(C)C2	7%	16%	0%	0%	-5%[46 µM]	-18%[9.22 µM]	-1.3%
CCOc1cccc(OCCCCN2CCOCC2)c1	9%[38.3 µM]	-1%[46.1 µM]	-5%	0%	13%	?	0.0%
CCCCCC(=O)NNC1CC(=O)N(c2cccc(OCC)c2)C1=O (configuration not stated)	/	?	/	16%	/	-4%[9.22 µM]	-1.2%
CCOC(=O)c1ccc(NS(C)(=O)=O)cc1	11%[38.3 µM]	-13%[46.1 µM]	-1%	3%	-3%	16%	0.0%
O=C(CCCc1ccccc1)Nc1cccnc1Cl	6%	4%	-2%	0%	9%[1.84 µM]	-13%[9.22 µM]	-1.3%
OC1CCN(Cc2cccc3ccccc23)CC1	/	7%	/	6%	/	-12%[9.22 µM]	-1.1%
OCC1(CCOc2ccccc2)CCN(C2Cc3ccccc3C2)CC1	13%	-1%	-1%	5%	/	9%	-8.5%
COCCCNC(=O)c1cn(C)c(=O)c2cc(OC)c(OC)cc12	-1%[38.3 µM]	3%[46.1 µM]	-5%	0%	-2%	2%	1.0%
CCc1cccc2c(C(=O)COC(=O)c3ccc(O)cc3)c[nH]c12	3%	-8%	1%	7%	?	12%	-3.0%
Cc1cc(C)cc(NC(=S)NC(=O)CCN2C(=O)c3ccccc3C2=O)c1	12%[38.3 µM]	-23%[46.1 µM]	-3%	-3%	-3%	19%	-2.1%
Cc1ccc(-c2csc3ncnc(Cl)c23)cc1	6%	-17%	1%	4%	3%	-3%	-0.9%

Taken from above:
OC1CCN(Cc2cccc3ccccc23)CC1 @ NPSR antagonist = 7%
O=C(CCCc1ccccc1)Nc1cccnc1Cl @ Lamin A splicing = 9%[1.84 µM]
Cc1ccc(-c2csc3ncnc(Cl)c23)cc1 @ HttQ103 aggreg = -3%
CCCCCC(=O)NNC1CC(=O)N(c2cccc(OCC)c2)C1=O (configuration not stated) @ Epigenetic derep = -1.2%

The listing picks up, starting 2 compounds before the break.
SMILES	IMPase Li inh	NPSR antagonist	KinaseGlo FLuc	CBFb RUNX1 block	Lamin A splicing	HttQ103 aggreg	Epigenetic derep
Cc1cc(C)cc(NC(=S)NC(=O)CCN2C(=O)c3ccccc3C2=O)c1	12%[38.3 µM]	-23%[46.1 µM]	-3%	-3%	-3%	19%	-2.1%
Cc1ccc(-c2csc3ncnc(Cl)c23)cc1	6%	-17%	1%	4%	3%	-3%	-0.9%
CCOC(=O)c1c[nH][nH]c1=O	/	17%	/	4%	/	3%[9.22 µM]	-2.6%
Cc1ccc(NC(=O)C2CCCN(C(=O)c3ccc(Cl)cc3)C2)cc1C (configuration not stated)	6%	-13%	6%	6%	?	-12%	-2.8%
Cc1noc(C)c1COC(=O)c1ccc(N(C)C)cc1	-22%	-3%	1%	-9%	?	-4%	2.0%
N#Cc1nc(COc2ccc(F)cc2)oc1N1CCCCC1	-4%	-34%	-8%	-3%	/	/	-1.1%
CC(C)NCc1c(O)c(Br)cc2oc3c(c12)CCCC3	7%	-11%[46.1 µM]	0%	0%	-5%	-17%	-7.0%
Cc1ccc(CCN2CC(C(=O)O)CC2=O)cc1 (configuration not stated)	-6%[38.3 µM]	1%[46.1 µM]	-1%	3%	11%	16%	-1.0%
COc1ccccc1C(=O)N/C(N)=N/c1nc2ccccc2o1	-8%[38.3 µM]	-23%[46.1 µM]	-2%	0%	?	-15%	5.9%
O=C(NCc1ccc2c(c1)OCO2)C1CC(=O)N(c2ccc(F)cc2)C1 (configuration not stated)	7%	10%[46.1 µM]	2%	-4%	-8%	-7%	-2.9%
Cc1ccccc1/C=N\NC(=O)c1ccc(Cn2cccn2)o1	9%	2%	-9%	2%	8%	-22%	-4.8%
COc1ccc(C2=C/C(=C\c3ccc(OC(C)=O)cc3)C(=O)O2)cc1	-2%	-4%	1%	-4%	17%[46 µM]	-4%	0.1%
O=C(c1cccnc1)N1CCN(c2ccc3ccccc3n2)CC1	3%	11%	-3%	12%	10%[9.22 µM]	-25%	-0.1%

High-throughput results as filed in PubChem BioAssay.

An excerpt; rates above refer to the full screens.
